UBC13 inh: blocks human UBC13 polyubiquitin chain formation; P61088; TR-FRET; inhibition, % at 20 µM; actives 0.47% (n = 330,000); AID 485273; in the data active = inhibition above about 45%, passing the limit was not always enough; inconclusive = no clear call, values can overlap the other calls
Target sequence (P61088 whole entry, looked up): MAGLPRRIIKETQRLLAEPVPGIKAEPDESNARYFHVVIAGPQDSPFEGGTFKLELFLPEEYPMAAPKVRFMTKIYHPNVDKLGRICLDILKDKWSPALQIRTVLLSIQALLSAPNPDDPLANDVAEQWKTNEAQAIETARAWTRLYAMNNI
Jurkat NFkB inh: lowers PMA/ionomycin-induced NF-kB signal in Jurkat cells; PMA/ionomycin-induced NF-kB luciferase reporter, luminescence; inhibition, % at 4 µM; actives 0.53% (n = 330,000)
697 NFkB inh: inhibitors of the PMA/ionomycin-induced NF-kB reporter in 697 B cells. inhibition, % at 4 µM. actives 0.33% (n = 330,000). 697 B-cell NF-kB luciferase reporter, 16 h; in the data active = inhibition above about 35%
Gli-Sufu antag: antagonists of Gli-Sufu signaling. Sufu-KO-LIGHT fibroblasts, Gli luciferase reporter luminescence. actives 0.74% (n = 340,000). inhibition, % at 5 µM. AID 588413;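 active = inhibition above about 55%, limit read from the data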;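 note: 0% = DMSO-treated cells and 100% = wells with medium but no cells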
CCR6 antagonist: antagonists of human CCR6 receptor. CHO-K1 CCR6 PathHunter beta-arrestin, luminescence, CCL20-stimulated. actives 0.49% (n = 340,000). inhibition, % at 20 µM. P51684;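 active = compounds whose inhibition of the agonist-driven luminescence signal at 20 µM reaches about 50%, limit read from the data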;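 note: cells stimulated with CCL20 at 14 nM final; plate controls were DMSO with CCL20 for no effect and DMSO without agonist for full effect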
Target sequence (P51684 whole entry, looked up): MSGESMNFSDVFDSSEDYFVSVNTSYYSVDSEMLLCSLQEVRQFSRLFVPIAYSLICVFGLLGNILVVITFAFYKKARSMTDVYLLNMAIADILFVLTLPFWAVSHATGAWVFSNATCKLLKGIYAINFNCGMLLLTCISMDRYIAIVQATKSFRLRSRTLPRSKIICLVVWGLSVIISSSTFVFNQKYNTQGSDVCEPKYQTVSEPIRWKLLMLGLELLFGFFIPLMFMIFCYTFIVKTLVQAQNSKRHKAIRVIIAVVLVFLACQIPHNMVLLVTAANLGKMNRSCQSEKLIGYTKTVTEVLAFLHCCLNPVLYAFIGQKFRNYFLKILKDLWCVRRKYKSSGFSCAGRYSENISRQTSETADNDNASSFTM
Apaf-1 inh: inhibitors of human Apaf-1 apoptosome | reconstituted apoptosome caspase-3 activity, DEVD-Rh110 fluorescence | inhibition, % at 20 µM | actives 0.71% (n = 330,000) | AID 489030; active = inhibition of at least 40% at 20 µM;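 note: plate controls were DMSO wells for no effect and DEVD-CHO caspase inhibitor wells for full effect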
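Material: biochemical Apaf-1 apoptosome reconstitution. Medium: Hepes buffer, pH 7.5. Also added: cytochrome c activation, bis-DEVD rhodamine 110 substrate. Timing: 30 min compound preincubation, 50 min activation, room temperature. Measured by: rhodamine 110 fluorescence at Ex 480/Em 540 nm.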
EBI2 block: antagonists of human EBI2 receptor; P32249; EBI2 beta-arrestin recruitment, luminescence, 7a,25-OHC stimulated; inhibition, % at 5 µM; actives 0.81% (n = 360,000); AID 651636; in the data active = inhibition above about 38%;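 note: enzyme fragment complementation signal reports receptor beta-arrestin coupling in cells; 0% = agonist plus DMSO wells and 100% = wells without agonist; some results beyond the cut were filed as inactive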
SENP8 inh: blocks the human protease SENP8; Q96LD8; purified SENP8, Z-RLRGG-aminoluciferin cleavage, luminescence; inhibition, % at 10 µM; actives 1.2% (n = 330,000); AID 2540
Target sequence (Q96LD8 whole entry, looked up): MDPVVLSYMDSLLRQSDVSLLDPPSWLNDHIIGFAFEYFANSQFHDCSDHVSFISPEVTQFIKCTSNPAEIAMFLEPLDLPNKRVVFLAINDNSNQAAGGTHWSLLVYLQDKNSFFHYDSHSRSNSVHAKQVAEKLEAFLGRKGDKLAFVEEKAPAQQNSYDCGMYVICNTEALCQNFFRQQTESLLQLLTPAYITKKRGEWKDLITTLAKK
* marks the source's active call; other numbers are inactive results; ? = inconclusive; / = not tested or not shown. Cut-off read from the data, not from the text of the source, unless noted: active = inhibition above about 50%; inactive = the rest. This is a subset; count on the stated rates, not on these rows.

smiles,UBC13 inh,Jurkat NFkB inh,697 NFkB inh,Gli-Sufu antag,CCR6 antagonist,Apaf-1 inh,EBI2 block,SENP8 inh
Cc1cccc(Nc2nnc(SCC(=O)N(C)C3CCS(=O)(=O)C3)s2)c1C (stereo not drawn),4,4,13,1,14,4,-1,0
CN(C)S(=O)(=O)Nc1cc(F)cc(F)c1,3,-19,-11,4,-10,-1,-7,-9
O=C(NCCN1C(=O)C2C3C=CC(C3)C2C1=O)Nc1ccccc1 (stereo not drawn),6,7,14,-4,1,-5,1,1
CC(=O)OCC(=O)[C@@]1(O)[C@H](C)C[C@H]2[C@@H]3CCC4=CC(=O)C=C[C@]4(C)[C@@]3(F)[C@@H](O)C[C@@]21C,-8,6,3,8,10,3,3,-5
FC(F)(F)c1nnc2c(Sc3ccc(Cl)cc3)nc3ccccc3n12,?,74*,8,20,2,2,8,-4
O=C(c1ccc(F)cc1)N1CCN(S(=O)(=O)c2ccc(Br)cc2)CC1,-3,9,-23,9,28,3,6,-1
O=C(O)c1cc(-c2cccs2)[nH]n1,4,9,-4,4,17,-2,-6,-12
c1ccc2c(NC3CCCC3)nnc(NC3CCCC3)c2c1,9,-14,-18,18,11,9,-14,9

The results go on:
smiles,UBC13 inh,Jurkat NFkB inh,697 NFkB inh,Gli-Sufu antag,CCR6 antagonist,Apaf-1 inh,EBI2 block,SENP8 inh
CCC(C(=O)OCC(=O)Nc1cccc(S(=O)(=O)NC2=NCCCCC2)c1)c1ccccc1 (stereo not drawn),6,-3,3,/,/,2,/,10
O=C(CCc1ccc(O)c(O)c1)NNC(=S)Nc1ccc(Br)cc1Cl,1,-12,-4,3,18,14,0,2
CN(Cc1ccc(OC(F)F)cc1)C(=O)c1ccccc1Sc1ccccc1C#N,-2,-2,-25,12,15,14,11,-4
NC(=O)c1ccccc1NC(=S)NC(=O)CCc1ccccc1,3,25,-71,-4,36,9,7,-7
O=C(c1cccc(S(=O)(=O)N2CCCC2)c1)N1CCN(c2ncccn2)CC1,-4,4,4,2,-12,5,-5,-16
COc1ccc(N2C(=O)C3C4C=CC(C4)C3C2=O)c(OC)c1 (stereo not drawn),12,-2,17,0,9,-22,-7,-2
CCOc1ccc(N(CC(=O)N/N=C/c2ccc(OC(C)C)cc2)S(C)(=O)=O)cc1,-10,4,-36,-15,14,17,-3,-2
CCC1=[N+](CC(=O)c2ccc(Br)cc2)CCn2c(C)ccc21,-6,-18,-24,-22,9,17,4,-4

The listing continues.
smiles,UBC13 inh,Jurkat NFkB inh,697 NFkB inh,Gli-Sufu antag,CCR6 antagonist,Apaf-1 inh,EBI2 block,SENP8 inh
O=C(O)CN1CCN(Cc2ccc(F)cc2)C1=O,8,3,11,-12,0,-6,-17,7
COc1cc(/C=C/C(=O)OCC(=O)Nc2cc(C)on2)ccc1OCC#N,-6,-15,-34,21,4,2,-4,10
COc1ccc(CN(C)C(=O)CC(c2ccccc2)c2ccccc2)cc1,2,10,-13,-4,35,21,14,1
CCn1c(COc2ccc(=O)n(-c3ccccc3)n2)nnc1SC,-2,6,12,2,6,-1,4,3
CSCCC(NS(=O)(=O)c1ccccc1F)C(=O)NCc1cccnc1 (stereo not drawn),-1,12,1,-2,5,-10,-1,-12
O=C(CSc1nnc(-c2cccnc2)s1)Nc1ccccc1,4,-22,-7,5,-12,-2,3,-4
COc1ccccc1C(=O)COC(=O)Cc1n[nH]c(=O)c2ccccc12,6,19,6,2,6,3,-6,0
Cc1cccc(N2CCN(c3ccc(C(N)=O)cc3[N+](=O)[O-])CC2)c1C,2,14,0,-1,3,-5,4,-8

(listing goes on)
smiles,UBC13 inh,Jurkat NFkB inh,697 NFkB inh,Gli-Sufu antag,CCR6 antagonist,Apaf-1 inh,EBI2 block,SENP8 inh
O=C(CSc1nccc(=O)[nH]1)NC1CCCC1,5,3,13,-8,8,-12,-11,12
O=C(c1cccnc1)N1CCN(Cc2ccc3c(c2)OCO3)CC1,7,-2,15,-7,-9,-5,-3,-3
CCc1ccc(NC(=O)C2=CC=CN3CCS(=O)(=O)N=C23)cc1,-8,-18,0,-2,7,-5,3,1
Cc1cc(C(F)(F)F)nc(NCc2ccc(F)cc2)n1,13,11,22,-5,7,8,8,-3
C=CCNC(=O)c1cc2c(=O)n3cc(C)ccc3nc2nc1NCC1CCCO1 (stereo not drawn),9,-3,-33,/,/,-8,/,-4
COc1cccc(/C=N/NC(=O)c2ccoc2C)c1,2,-89,-74,-47,1,-11,0,82*
COC(=O)c1oc2ccc(Br)cc2c1NC(=O)CCCN1C(=O)c2ccccc2C1=O,-5,13,2,-5,9,-10,-3,14
COc1ccccc1CNC(=O)c1ccc(Cl)c(NC2=NC3CS(=O)(=O)CC3S2)c1 (stereo not drawn),4,-5,-4,-2,-1,11,-7,-9

(list continues)
smiles,UBC13 inh,Jurkat NFkB inh,697 NFkB inh,Gli-Sufu antag,CCR6 antagonist,Apaf-1 inh,EBI2 block,SENP8 inh
CCn1c(=O)c(C(=O)CN2CCN(S(=O)(=O)c3ccc(C)cc3C)CC2)c(N)n(Cc2ccccc2)c1=O,5,29,26,8,6,20,3,-1
Cc1cc(C)c(OC2(c3ccccc3)OC(=O)c3ccccc32)c(C)c1 (stereo not drawn),-3,-7,18,10,23,11,35,13
CCC(Sc1nc2ncccc2[nH]1)C(=O)N1CCOCC1 (stereo not drawn),4,-2,19,-1,13,-6,-4,5
CCCC(=O)N(CCN1CCOCC1)c1nc2c(OCC)cccc2s1,20,-1,15,5,0,-2,-3,-8
CCOC(=O)C1=C(CSCc2ccccc2)NC(=O)NC1c1cc(C)ccc1C (stereo not drawn),-1,-4,10,11,4,13,0,-11
COc1ccccc1OCCNC(=O)/C=C/c1ccc([N+](=O)[O-])cc1,-15,15,4,0,-12,9,1,-9
Cc1cc(=O)oc2cc(OCC(=O)N3CCC(O)CC3)c(Cl)cc12,4,-5,17,3,4,3,-9,3
COc1cccc(/C=C2/Oc3ccccc3N(CC(=O)NCC3CCCO3)C2=O)c1 (stereo not drawn),11,8,0,-29,12,10,1,-11

The listing continues:
smiles,UBC13 inh,Jurkat NFkB inh,697 NFkB inh,Gli-Sufu antag,CCR6 antagonist,Apaf-1 inh,EBI2 block,SENP8 inh
COC(=O)[C@@H]1CCCN1Cc1c(C(=O)N2CCCCC2)nc2c(C)cccn12,6,-15,9,5,-7,-4,-10,1
O=C(COC(=O)c1ccc([N+](=O)[O-])o1)c1ccccc1,-2,2,30,-9,-3,-1,-6,0
O=C(CNS(=O)(=O)c1ccc2ccccc2c1)NCCc1ccccn1,14,-4,3,-2,-2,-4,-4,1
O=C(CCCSc1nc2sc3c(c2c(=O)[nH]1)CCC3)NCCCO,4,-3,3,-9,12,-3,-2,-1
COc1cccc(C(=O)Nc2nnc(S(=O)(=O)N(C)c3ccccc3)s2)c1,1,6,4,-8,4,-8,-4,-5
COc1ccc(-c2ccc3oc(-c4ccc(OC)cc4)c(C#CCO)c3c2)cc1,11,73*,-39,5,-4,10,6,-1
COc1ccc(CCNC(=O)c2cc(S(=O)(=O)N(C)C)ccc2N2CCCC2)cc1,4,1,-4,-2,17,4,1,-5
CC1CCN(c2ccc([N+](=O)[O-])c(SCCO)c2)CC1,-26,5,-9,12,23,10,-11,0

Additional results follow.
smiles,UBC13 inh,Jurkat NFkB inh,697 NFkB inh,Gli-Sufu antag,CCR6 antagonist,Apaf-1 inh,EBI2 block,SENP8 inh
COc1ccc(/C=C2/SC(=S)N(NS(=O)(=O)c3ccc(C)cc3)C2=O)cc1,-12,18,21,-6,12,7,7,-2
Cc1cccc(C(=O)NNC2=C(C(=O)C(F)(F)F)CCC2)c1O,-27,6,5,2,-11,-1,9,8
CCOc1ccccc1OCCCCOc1ccccc1F,10,-3,-1,6,17,7,-1,0
Cc1cccc(CN2CCN(Cc3cnn(-c4ccccc4F)c3)CC2CCO)n1 (stereo not drawn),8,8,-4,5,8,-26,3,2
Cc1cccc(OCC(=O)NCCCNC(=O)c2cnccn2)c1,2,12,2,-12,2,-5,-10,1
C/C(=N/Nc1ccc(C(=O)O)cc1)c1ccc(O)c(O)c1O,-19,7,-6,-5,8,21,-14,-17
CC(C)n1ncc2c(C(=O)Nc3ccc(CC#N)cc3)cc(C3CC3)nc21,-3,-24,-30,11,4,26,5,-8
O=C(COC(=O)c1cccc(Cl)c1)NC1CCS(=O)(=O)C1 (stereo not drawn),3,1,7,17,-7,1,1,-2

An excerpt from above in order of the Jurkat NFkB inh value, lowest first.
SMILES	UBC13 inh	Jurkat NFkB inh	697 NFkB inh	CCR6 antagonist	EBI2 block
CCOc1ccccc1OCCCCOc1ccccc1F	10	-3	-1	17	-1
O=C(COC(=O)c1cccc(Cl)c1)NC1CCS(=O)(=O)C1 (stereo not drawn)	3	1	7	-7	1
C/C(=N/Nc1ccc(C(=O)O)cc1)c1ccc(O)c(O)c1O	-19	7	-6	8	-14
Cc1cccc(OCC(=O)NCCCNC(=O)c2cnccn2)c1	2	12	2	2	-10

Other compounds.
smiles,UBC13 inh,Jurkat NFkB inh,697 NFkB inh,Gli-Sufu antag,CCR6 antagonist,Apaf-1 inh,EBI2 block,SENP8 inh
CN(C(=O)c1ccc(NC(=O)C2CCN(C(=O)OC(C)(C)C)CC2)cc1)C1CC1,-4,8,-10,0,-14,9,-15,-1
CCC(=O)Nc1nnc(SCC(=O)Nc2ccc(F)cc2)s1,-12,-17,14,3,16,2,6,-12
CCNS(=O)(=O)c1ccc(NC(=O)Nc2cc(C)ccc2OC)cc1,-5,-11,5,-4,10,12,8,-13
O=C(NCc1ccco1)C1CC(c2ccccc2O)=NO1 (stereo not drawn),8,5,14,-8,4,0,-10,-3
COc1ccc(N2CCN(S(=O)(=O)c3ccc(-n4cnnn4)c(C)c3)CC2)cc1,2,22,12,5,-1,1,-2,-1
CCN1CCn2c1nc(N1CCOCC1)nc2=O,-10,-4,-15,3,-3,-14,0,-9
CC(C)CCCC(C)NS(=O)(=O)Cc1ccccc1 (stereo not drawn),-14,-5,-11,4,6,18,10,-10
C=CCc1cccc(CNc2c(C)n(C)n(-c3ccccc3)c2=O)c1O,0,4,19,13,13,17,13,4

An excerpt from above, showing only 697 NFkB inh.
mol	697 NFkB inh
CCn1c(COc2ccc(=O)n(-c3ccccc3)n2)nnc1SC	12
CSCCC(NS(=O)(=O)c1ccccc1F)C(=O)NCc1cccnc1 (stereo not drawn)	1
O=C(CSc1nnc(-c2cccnc2)s1)Nc1ccccc1	-7

Further entries.
smiles,UBC13 inh,Jurkat NFkB inh,697 NFkB inh,Gli-Sufu antag,CCR6 antagonist,Apaf-1 inh,EBI2 block,SENP8 inh
Cc1cccc(/C(N)=N/OC(=O)c2ccc3c(c2)OCO3)c1,2,-134,-295,-88,-19,2,1,97*
NN1C(=O)c2cccc3c(C(=O)O)ccc(c23)C1=O,-9,0,22,-5,-5,-8,-3,5
CN(C)CCCNC(=S)N(Cc1cccs1)Cc1cc2cc3c(cc2[nH]c1=O)OCCO3,14,14,9,25,16,18,-12,-4
CCc1nc2oc(C(=O)c3ccccc3)c(N)c2c2c1COC(C)(C)C2,-5,1,-8,-6,21,3,6,0
